Screening results: PubChem, NCI
mec2-1: NCI yeast anticancer drug screen, S. cerevisiae mec2-1 strain. AID 157. growth inhibition, % at 50 µM. hit rate 9% among 79,000;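 also: 0% = growth of vehicle-only cultures of the same strain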
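Each compound was tested on mec2-1 yeast, a strain altered in DNA damage repair or cell cycle control. Growth inhibition is reported relative to vehicle.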
sgs1 mgt1: NCI yeast anticancer drug screen, S. cerevisiae sgs1 mgt1 strain; % growth inhibition at 50 µM; hit rate 10% among 78,000;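 also: 0% = growth of vehicle-only cultures of the same strain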
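Genetically altered yeast, compound exposure, growth inhibition relative to vehicle.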
yeast bub3: NCI yeast anticancer drug screen, S. cerevisiae bub3 mutant strain. % growth inhibition at 50 µM. hit rate 9.9% among 78,000. AID 167;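 also: 0% = growth of vehicle-only cultures of the same strain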
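Compounds were applied to a genetically altered yeast strain carrying a cell-cycle control defect. Growth inhibition was scored against vehicle-treated controls.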
cln2 rad14: NCI yeast anticancer drug screen, S. cerevisiae cln2 rad14 strain | % growth inhibition at 50 µM | hit rate 8.3% among 78,000 | AID 165;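 also: 0% = growth of vehicle-only cultures of the same strain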
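cln2 rad14 yeast strain; compound exposure; growth inhibition read vs vehicle controls.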
mlh1 rad18: NCI yeast anticancer drug screen, S. cerevisiae mlh1 rad18 strain. % growth inhibition at 50 µM. hit rate 11% among 79,000. AID 175;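 also: 0% = growth of vehicle-only cultures of the same strain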
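Test agents were incubated with a yeast strain of defined genotype (DNA damage repair defect). Inhibition of growth was derived by comparison with vehicle-exposed cultures.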
yeast rad50: NCI yeast anticancer drug screen, S. cerevisiae rad50 strain. % growth inhibition at 50 µM. hit rate 10% among 79,000. AID 155;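 also: 0% = growth of vehicle-only cultures of the same strain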
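Cells are treated with compound, grown, and their growth is then scored against vehicle-only cultures of the same repair-deficient yeast strain.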
The depositor's hits bear a star; & = joins results of further samples; ! = repeats disagree. Rule as the data show it: active = growth inhibition above about 70%; inactive = the rest.

SMILES	mec2-1	sgs1 mgt1	yeast bub3	cln2 rad14	mlh1 rad18	yeast rad50
COC(=O)CCc1ccc2c(c1)C(=O)CC2	-28	-4	-5	6	-1	-5
CNC(=O)/C=C/C1=CN2C(=O)c3ccc(C)c(O)c3NC(OC)C2C1 (centres undefined)	94*	93*	92*	93*	89*	91*
O=C1c2ccccc2C(=O)c2cc(S(=O)(=O)O)ccc21	36&36	37&68	45&67	10&-27	78*!	73*!
O=C(NNC(=O)c1cccc2ccccc12)c1ccc(Cl)cc1	-34	-16	-32	2	-31	-25
O=C(O)COc1cc(F)c(Cl)cc1Cl	4	-1	22	0	8	15
COc1ccc(OC)c(NC(=O)Nc2ccc(I)cc2)c1	42	34	53	15	56	47
Cc1ccc(-c2c(C)c(-c3ccccc3)c(-c3ccccc3)c(C)c2-c2ccccc2)cc1C	77*	26	98*	82*	65	63
CC1NCc2c(N)ncnc21 (centres undefined)	3	-17	23	3	-1	5
c1cc2ccc1CCc1ccc(cc1)CC2	-41	-17	-29	8	-42	-25
CCCc1cc(COC)c(C#N)c(=O)[nH]1	-19	-10	-27	-30	-9	-24
O=C1C[C@@H]2[C@@H](CCC23CC3)N1	15	-5	19	19	13	19
COc1ccc(C(=O)c2cc(S(=O)(=O)O)c(OC)cc2O)c(O)c1	-35	-31	-13	-2	-22	-33
Cc1ccc(SCc2nc3ccccc3c(C)[n+]2[O-])cc1	46	55	56	38	57	33
C=C(C)[C@@H]1CC=C(CO)CC1	-2	0	28	22	8	16
Cc1c(C)c(O)c(SC(CC(=O)O)C(=O)O)c(C)c1O (centres undefined)	38	41	22	2	44	15
O=c1ccn2cnc3c(ncn3C3OC(CO)C(O)C3O)c2n1 (centres undefined)	9	10	-11	7	10	5
COc1cccc(/C=C/c2ccnnc2)c1	-3	-8	17	-8	-4	4
COc1ccc(-c2c3c(n(C4OC(COC(C)=O)C(OC(C)=O)C(OC(C)=O)C4OC(C)=O)c(=S)c2C#N)CCC3)cc1 (centres undefined)	35	43	47	32	21	29
O=C(O)CCNCCC(=O)O	-7	4	5	-26	10	8
Nc1ncc([N+](=O)[O-])c(Cl)n1	-3	-1	4	-26	9	-6

Fetched by compound from the list above (three):
SMILES	mec2-1	sgs1 mgt1	yeast bub3	cln2 rad14	mlh1 rad18	yeast rad50
C=C(C)[C@@H]1CC=C(CO)CC1	-2	0	28	22	8	16
CC1NCc2c(N)ncnc21 (centres undefined)	3	-17	23	3	-1	5
c1cc2ccc1CCc1ccc(cc1)CC2	-41	-17	-29	8	-42	-25

Remaining list, next part:
SMILES	mec2-1	sgs1 mgt1	yeast bub3	cln2 rad14	mlh1 rad18	yeast rad50
O=[N+]([O-])c1ccc(N=N/C(Cc2ccccc2)=N\Nc2ccccc2)cc1	13	0	-10	23	5	31
c1ccc2c(c1)C1CC3N=NC1C23 (centres undefined)	-1	-10	4	-20	-4	3
Cc1cc(C)c(S(=O)(=O)n2ccnc2)c(C)c1	-30	-6	10	7	-1	-14
Nc1cc2c(nc3c4ccccc4c(N)cc3[n+]2-c2cccc3ccccc23)c2ccccc12 (tested in a mixture with another compound)	90*	89*	85*	85*	90*	89*
O=C(O)C(F)(F)C(F)(F)C(F)(F)C(F)(F)C(=O)O	-3	-38	-46	-28	-23	-2
COC(=O)c1cnc(Cl)c([N+](=O)[O-])c1	99*	99*	99*	95*	98*	100*
CCOC(=O)NNC(=O)Nc1ccc(O[Si](C)(C)C)cc1	10	10	10	17	11	13
O=S1(=O)CCNc2ccccc2O1	-6	-4	7	-15	3	-3
O=c1[nH]cnc2c1CN(c1ccccc1)C2	3	-7	-1	-30	-11	-20
CC(C)c1ccc(/C=C2\C=Nc3ccccc32)cc1	12	29	51	5	21	16
S=c1n(-c2ccc(Cl)cc2)c2nc3ccccc3nc(/c2=N\Nc2cc(Cl)ccc2Cl)n1-c1ccccn1	33	24	-4	24	32	9
COc1cccc(-c2cc(=O)c3cc(N4CCCC4)ccc3[nH]2)c1	-15	-20	-22	9	-19	-26
CC1=CCCCC1(C)/C(C)=N/Nc1ccc([N+](=O)[O-])cc1[N+](=O)[O-] (centres undefined)	7	3	-1	3	-15	2
Cc1ccc(S(=O)(=O)N2CCCN(S(=O)(=O)c3ccc(C)cc3)COC2)cc1	12	-8	-10	3	-1	4
N#Cc1c(N)oc2cc3c(C#N)c(N)oc3cc12	0	6	25	9	5	2
CSc1ccc(/C=C2\CNC/C(=C\c3ccc(SC)cc3)C2=O)cc1	55	70	35	47	72*	47
Cc1cnc(NCCCN(C)C)c2c1[nH]c1ccc3ccccc3c12	-8	0	1	19	-13	-16
CC(=O)NC1CCC2CCCCC2C1 (centres undefined)	-3	-9	32	-61	-18	16
N#C/C(=C/c1ccc(Cl)cc1)C(N)=O	-10	-16	-2	-24	-27	-12
CSc1ccc(N=Cc2ccccc2O)cc1	-40	22	9	15	19	11
O=S(=O)(C/C=C/COc1ccccc1)c1ccc2ccccc2c1	3	24	-6	4	-13	3
CC(=O)Oc1cc2c(cc1OC(C)=O)C1(C)CCC2(C)c2cc(OC(C)=O)c(OC(C)=O)cc21	0	4	-3	10	14	2
COc1nc(NC2OC(CO)C(O)C(O)C2O)c(C=O)c(=O)n1C (centres undefined)	-7	-16	-7	10	-7	2
C=C(C)C(=O)Nc1ccc(-n2[nH]c(C)c(N=Nc3ccc(N(C)C)cc3)c2=O)cc1	-6	-15	-3	-36	2	7
O=C(O)C1CC(c2ccccc2)C(=O)O1 (centres undefined)	11	-9	-29	-29	-8	-2
C=CCCC(=O)CC(=O)OCC	-23	-11	-8	10	6	-25
CCc1cc2c(cc1C(=O)CCN1CCCC1)C(C)(C)CCC2(C)C	100*	99*	100*	100*	100*	100*
COC(=O)C(N)Cc1ccc(O)c(O)c1 (centres undefined)	5	8	23	11	49	20
Cc1nn(C(=O)Cc2ccccc2)c2c1C(c1ccccc1)SC(N)=N2 (centres undefined)	-24	-17	0	-6	-12	-32
CCN(CC)c1ccc(NC(C(=O)c2ccccc2)c2ccccc2)cc1 (centres undefined)	99*!	81*	99*!	99*!	98*!	99*!
COc1ccc(CCCNC(=O)Cc2cc(OC)c(OC)cc2CO)cc1OC	-4	-30	-16	-12	-30	39
CC1(C)CS(=O)(=O)CC1=O	-21&-10	-7&0	1&11	-6&-8	12&11	8&2
Oc1ccc2c(c1)c1ccccc1c1ncccc21	3	44	9	4	49	46
NC(=O)N(CCO)/N=C/c1ccc([N+](=O)[O-])o1	16	55	34	18	60	42
Cc1cc(Sc2ccccc2)c2c(C)ccc(C(C)C)cc1-2	61	-1	21	78*	58	-14
CCCCCCCCNS(=O)(=O)c1ccc(N)cc1	25	70*	61	17	79*	81*
COc1ccc(C2=C/C(=C/c3ccc(O)cc3O)C(=O)O2)cc1	-2	12	-7	-29	2	-17
C/C(C=C(C#N)C#N)=C\c1ccccc1	11	-6	37	14	18	25
CC(=O)OCC1OC(SC(=N)N)C(OC(C)=O)C(OC(C)=O)C1OC(C)=O (centres undefined)	14	13	0	-20	0	4
CCOC(=O)Nc1nc2ccccc2n1CN1CCCC1	-18	-11	22	4	19	-5

Part of the list above, with values under each structure.
Under each structure – mec2-1 | sgs1 mgt1 | yeast bub3 | cln2 rad14 | mlh1 rad18 | yeast rad50
- Cc1ccc(-c2c(C)c(-c3ccccc3)c(-c3ccccc3)c(C)c2-c2ccccc2)cc1C
 : 77* | 26 | 98* | 82* | 65 | 63
- CC1NCc2c(N)ncnc21 (centres undefined)
 : 3 | -17 | 23 | 3 | -1 | 5

Additional results follow.
SMILES	mec2-1	sgs1 mgt1	yeast bub3	cln2 rad14	mlh1 rad18	yeast rad50
BrCc1ccccc1C(c1ccccc1)c1ccccc1	98*	98*	97*	96*	98*	98*
O=C(O)c1c(-c2ccccc2)oc(-c2ccccc2)c1C(=O)O	-12	19	-21	12	0	7
OCCNc1nnc(NCCO)c2[nH]cnc12	-30	-6	4	-36	-17	-8
CC(C)(C)OC(=O)NC(CC(=O)OCc1ccccc1)C(=O)NC(C)(C)C(N)=O (centres undefined)	12	2	23	27	-20	5
Cc1c(Cl)ccc2c1NC(=O)C2(O)CC(=O)c1ccc(Cl)cc1 (centres undefined)	99*	99*	99*	99*	99*	99*
O=[N+]([O-])/C(C(Cl)=C(Cl)Cl)=C(/Nc1ccccc1)Sc1ccccc1	70*	66	64	24	85*	17
CC(=O)NC(C)c1ccccc1 (centres undefined)	40	15	-2	-12	3	-5
O=C(CNC(=O)OCc1ccccc1)NCC(=O)N1CCCC1C(=O)O (centres undefined)	1	-4	-4	0	-24	-2
C1=N/C=C\C=C/c2ccc[n+](CCCCC[n+]3ccccc3-c3ccccn3)c21	64	87*	37	63	75*	81*
CC(C)(C)c1cc(CCC(=O)Nc2ccc(Cl)cc2)nc(NC#N)n1	-12	6	-6	4	-14	-5
COc1ccc2c(=O)c3ccoc3n(CC=C(C)C)c2c1	-2	-9	-13	-3	17	1
O=S(=O)(O)c1ccc(NN(c2c(O)ccc3ccccc23)S(=O)(=O)O)cc1	-3	-20	-30	44	15	18
COc1cccc2c(Cl)c3ccc(Cl)cc3nc12	5	1	-19	-39	16	11
C/C(=N\O)c1sc(-n2nc(-c3ccccc3)cc2-c2ccccc2)nc1C	4	38	31	25	19	14
CCCCCCCCCCCCSC#N	-14	0	-3	-3	-3	-11
C/C(=N/c1[nH]c(=O)cc2c1C(=O)CC2)N(C)C	-2	-3	-14	-2	-18	6
CC(=O)NCS(=O)(=O)O	-13	-1	-12	-34	-10	-25
CN(/N=C1\C(=O)Nc2ccccc21)c1ccccc1	-3	14	4	-38	18	5
CC(=O)/C(=C/n1c(=S)sc2ccccc21)C(=O)Nc1ccccc1	26	54	7	26	34	10
O=c1[nH]nc(-c2ccccc2)n1/N=C\c1ccccc1	-10	-16	6	-26	-26	-33

Individual results from the results shown.
yeast rad50 with C1=N/C=C\C=C/c2ccc[n+](CCCCC[n+]3ccccc3-c3ccccn3)c21 stands at 81*
mec2-1 with CC(C)(C)c1cc(CCC(=O)Nc2ccc(Cl)cc2)nc(NC#N)n1 stands at -12
yeast bub3 with CC(C)(C)OC(=O)NC(CC(=O)OCc1ccccc1)C(=O)NC(C)(C)C(N)=O (centres undefined) stands at 23

Continuation.
SMILES	mec2-1	sgs1 mgt1	yeast bub3	cln2 rad14	mlh1 rad18	yeast rad50
CCOC(CCc1c(C)nc[nH]c1=O)OCC	4	-2	16	-35	-8	-2
Cc1nc(N)nc(C)c1Cl	3	4	-6	5	-2	-2
OCC1SC(O)C(O)C(O)C1O (centres undefined)	-6	12	25	11	20	28
COc1cc(CC/C(C)=N/O)ccc1OCc1ccccc1	-21	1	10	-40	-23	-13
N/N=C(\NN)c1ccccc1	12	-4	1	-48	12	12
Cc1cc[n+]2cc(C)n(C)c2c1	-2	-3	12	-66	-7	-7
O=c1ccc(=O)c2c1c1[nH]c3ccccc3c1c1c(=O)c3ccccc3c(=O)c21	-51	-18	-9	-28	-8	-18
CCC(N)C(O)C(C)C (centres undefined)	3	14	13	-11	11	72*
Cc1cc(C)nc(SCCc2cccc[n+]2C)n1	-11	-39	-49	-17	-29	-2
O=c1c2cc(Br)ccc2ncn1COCc1ccccc1	-4	87*	84*	54	43	7
Cc1cc(N(CCC#N)S(C)(=O)=O)ccc1C=Nc1ccc(C(=O)NN2C(=O)/C(=C/c3ccc(N(CCC#N)CCC#N)cc3C)N=C2c2cc([N+](=O)[O-])ccc2Cl)cc1	-4	-4	-26	14	-17	8
CC(NC(=O)OC(C)(C)C)C(=O)NC(Cc1ccccc1)C(=O)NCC(=O)O (centres undefined)	-39	-9	-9	30	1	-6
CCOC(=O)C1CC(C)c2[nH]c3ccccc3c21 (centres undefined)	7	-5	-12	-25	-13	2
N#C/C(=C\c1ccccc1Cl)C(=O)c1ccccc1	12	-6	19	10	32	11
CSc1nc(Cl)nc2[nH]ncc12	-5	1	4	-17	31	11
CCCCCCCCCC/C=C/c1c(C)[nH]c2ccccc2c1=O	9	-6	-8	-6	-11	-12
CCC(O)(c1ccc(O)cc1)C(O)(CC)c1ccc(O)cc1 (centres undefined)	-13	0	17	6	-14	1
CCC[N+](CCC)=c1ccc2nc3c(C)cc(N(CC)CC)cc3sc-2c1	-6	-21	-130	-126	-39	-61
Cn1cnc2nc(Cl)nc(Cl)c21	23	11	27	0	11	13
OC1C=CC2CCC1C2 (centres undefined)	7	-16	11	6	5	-5
FC(F)(F)c1nc(S)cc(=S)[nH]1	25	-5	58	54	-30	-21
CCCCCC1SCC(=O)N1c1nncs1 (centres undefined)	-21	14	7	6	12	-2
Cc1ccc(NC(=O)c2cc3cc(N=Nc4ccc(Br)cc4)ccc3oc2=O)cc1	28	12	3	23	16	16
O=Cc1cccc2c([N+](=O)[O-])cccc12	20	33	-2	7	50	56
CCOCCOCCOCOCCOCCOCC	-25	8	26	7	-4	17
